# OX1R antag-1: antagonists of human orexin 1 receptor (OX1R); inhibition, % at 6.6 µM; AID 485270, 2010; Orexin/Hypocretin receptor type 1 (Homo sapiens), O43613; 1.8% of 330,000 active; OX1R-expressing cells, FRET antagonist read-out; in the data active = inhibition mostly above about 38%, no sharp cut-off; inactive = mostly below about 40%;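 note: 0% = agonist challenge alone and 100% = reference antagonist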
# Target sequence (O43613 whole entry, looked up): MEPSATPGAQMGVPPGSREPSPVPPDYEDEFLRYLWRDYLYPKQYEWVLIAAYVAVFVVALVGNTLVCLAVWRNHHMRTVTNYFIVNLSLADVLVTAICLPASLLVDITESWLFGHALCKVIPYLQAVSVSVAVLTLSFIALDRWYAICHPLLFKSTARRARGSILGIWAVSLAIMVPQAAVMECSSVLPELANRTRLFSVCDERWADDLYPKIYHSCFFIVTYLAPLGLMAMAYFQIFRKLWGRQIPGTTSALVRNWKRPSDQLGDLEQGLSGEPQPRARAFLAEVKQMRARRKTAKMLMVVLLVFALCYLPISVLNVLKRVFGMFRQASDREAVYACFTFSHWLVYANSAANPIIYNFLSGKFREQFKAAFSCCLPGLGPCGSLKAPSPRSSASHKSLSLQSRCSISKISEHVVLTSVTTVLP
# OX1R antag-2: OX1R (HCRTR1) antagonists, primary screen, fluorescence, CHO/OX1R cells, Fluo-8 calcium, orexin A; Orexin/Hypocretin receptor type 1 (Homo sapiens), O43613; Fluo-8 calcium fluorescence; inhibition, % at 5 µM; 0.43% of 330,000 active; AID 434989, 2010;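 active = inhibition above its plate's threshold, mean inhibition of all tested compounds on the plate plus 3 SD, cut at about 37% in these data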;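 note: 0% = orexin A challenge wells and 100% = SB-334867-A antagonist wells; not every result past the cut was called active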
# Starred values were filed as active, the others as inactive.
SMILES,OX1R antag-1,OX1R antag-2
CN(C)CCn1c(SCc2ccccc2C#N)nc2c(sc3ccccc32)c1=O,-5,-2
O=C(CCN1C(=O)/C(=C/c2ccccc2Cl)SC1=S)Nc1cccnc1,43,2
CC1CN(S(=O)(=O)c2ccc(C(=O)N(CCCN(C)C)c3nc4c(Cl)cccc4s3)cc2)CC(C)O1 (centres undefined),-1,-33
O=C(NNC1=NS(=O)(=O)c2ccccc21)c1ccc([N+](=O)[O-])cc1,36,-14
Cc1nn(CC(=O)Nc2ccc(N3CCOCC3)cc2)c(C)c1Br,7,-20
Cc1ccc(S(=O)(=O)N[C@@H](CC(C)C)C(=O)N2CCC(C(=O)N[C@@H](Cc3ccccc3)C(=O)O)CC2)cc1,6,-10
CCCOc1ccc(C(=O)NCC(c2ccco2)N(C)C)cc1 (centres undefined),13,-27
CC1CCCC(NC(=O)CN2C(=O)NC(C)(c3cc(F)ccc3F)C2=O)C1C (centres undefined),16,-20
COc1ccc(OC)c(-n2c(SCC(=O)NCc3ccco3)nnc2-c2c[nH]c3ccccc23)c1,4,-22
O=C(C[n+]1ccccc1)Nc1c(Cl)cc(Cl)cc1Cl,8,6
Cc1ccccc1NC(=O)CCc1c(C)nn(-c2ccc(N3CCCCC3)nn2)c1C,13,-21
Cc1nn(-c2ccccc2)c2c1C(c1ccc(F)cc1)C(C#N)=C(N)O2 (centres undefined),19,-3
N#Cc1c(N)n(CCNC(=O)c2cccs2)c2nc3ccccc3nc12,69,1
O=C(Nc1ccccc1C(=O)O)c1ccccc1,16,-9
COc1cc(/C=C2/C(=N)N3C(=NC2=O)SN=C3S(=O)(=O)C(C)C)ccc1OC(=O)c1ccco1,18,2
O=C(Cc1c(Cl)cccc1Cl)OCC(=O)N1CCN(C(=O)c2ccco2)CC1,17,-6
CC(C)(C)[C@H]1COC(=O)CCC/C=C/C[C@H](CC(=O)N(CCO)Cc2ccccc2)C(=O)N1,-1,-34
CCn1c(=O)cc(SCC(=O)N(C)Cc2ccccc2)c2ccccc21,30,-23
CC(=O)c1ccc(N2CCN(C(=O)c3cc(-c4cccnc4)nc4ccc(Br)cc34)CC2)cc1,5,-9
O=C(NCc1cccnc1)Nc1cccc(NC(=O)NCc2cccnc2)c1,8,-15
C=CCN(C(=O)CSC1=NC(=O)CN1C(C)=O)c1nc(C)c(-c2ccccc2)s1,8,-23
COc1ccc(C(=O)OCC(=O)C(C)(C)C)cc1S(=O)(=O)N(C)CCc1cccnc1,14,-21
COc1cccc(C=O)c1OCCCOc1cccc2cccnc12,6,-23
C=CCOC(=O)C(=O)/C=C/c1ccc2c(c1)Cc1ccccc1-2,22,-5
Cc1c(N=C2SCC(=O)N2/N=C\c2ccc(Br)cc2)c(=O)n(-c2ccccc2)n1C,4,-21
# Additional results
SMILES,OX1R antag-1,OX1R antag-2
O=C(NCc1ccc(F)cc1)c1cccs1,-1,-18
c1ccc(Cn2ccnc2-c2ccco2)cc1,23,-14
CCOc1ccc(-n2c(C)c(C(=O)OC)c3cc(O)ccc32)cc1,-2,-12
O=C1CN(C(=O)COc2ccccc2)CCN1,8,-14
CCC(C)N(C(=O)COc1ccc(-c2nnco2)cc1)C1CCS(=O)(=O)C1 (centres undefined),12,-18
Clc1ncc(Cn2cccn2)s1,8,-3
CCOc1ccc(/C=N/NC2=NCCCCC2)cc1,3,-5
O=C(NCC1CCCO1)c1ccccc1OCc1ccc(Cl)cc1 (centres undefined),16,-32
CSc1ncccc1C(=O)OCC(=O)c1ccc2c(c1)NC(=O)CO2,12,3
N#CCCn1cc(C=C(C#N)C#N)c(-c2ccc(Cl)cc2)n1,30,-8
Cc1csc(NC(=O)CCn2c(=O)oc3ccccc32)n1,7,-15
S=C(Nc1cc(Cl)cc(Cl)c1)N1CCCC1,10,-8
Cc1ccc(S(=O)(=O)N2CCC(NC(=O)C3CCCCC3)CC2)cc1,4,13
COCCN(C(=O)CSc1n[nH]c(-c2ccc(OC)cc2)n1)c1c(N)n(Cc2ccccc2)c(=O)[nH]c1=O,24,8
CN(C)/C=C1/C(=O)Nc2ccccc21,11,-11
CC1(OC(=O)CCc2ccccc2)C(=O)C=C2C=C(c3ccc(C#N)cc3)N(C3CCCC3)C=C2C1=O (centres undefined),34,-15
CCCCN1C(=N)N([C@@H](C)CN2CCC[C@H]2CN2C(N)=NC[C@@H]2Cc2ccccc2)C[C@H]1[C@H](C)CC,4,-7
Cc1ccnc(NC(=O)c2cc(S(=O)(=O)NCc3ccccc3)ccc2C)c1,22,-5
O=C(NC12CC3CC(CC(C3)C1)C2)C1=COCCO1,5,-19
NS(=O)(=O)c1ccc(CCNC(=O)Cn2c(=O)c3cccn3c3cccnc32)cc1,7,-8
CCCCCN(C(=O)CCC(=O)OCC(=O)N(C)c1ccccc1)c1c(N)n(CCCC)c(=O)[nH]c1=O,8,-14
COCCNC(=O)c1ccc(N2CC3CC(C2)c2cccc(=O)n2C3)c(NC(=O)c2c(F)cccc2F)c1 (centres undefined),17,-16
CC(C)(C)NC(=O)C(c1ccco1)N(C(=O)Cn1nnc(-c2ccc(F)cc2)n1)c1ccccc1 (centres undefined),7,-18
CC1CC(C)(C)NC(=S)N1CCC(=O)N1CCc2ccccc21 (centres undefined),10,-23
COc1ccc(Nc2c(-c3ccc(OC)cc3)nc3cnccn23)cc1,17,-14

# 3 entries picked at random from those above:
SMILES,OX1R antag-1,OX1R antag-2
O=C(NCc1cccnc1)Nc1cccc(NC(=O)NCc2cccnc2)c1,8,-15
Cc1csc(NC(=O)CCn2c(=O)oc3ccccc32)n1,7,-15
NS(=O)(=O)c1ccc(CCNC(=O)Cn2c(=O)c3cccn3c3cccnc32)cc1,7,-8

# Other compounds.
SMILES,OX1R antag-1,OX1R antag-2
Cc1cc(C)cc(NC(=O)c2ccc3c(c2)CCN3S(C)(=O)=O)c1,-1,-4
CCOc1ccc(C(=S)NC2CCCCC2)cc1,6,-16
O=C(N/N=C/c1ccc(Cl)cc1Cl)C(=O)NC1CC1,10,-11
O=C(Cn1cc(S(=O)(=O)Cc2ccccc2)c2ccccc21)Nc1ccccc1,23,-1
CC(C)(C)c1ccc(-c2nnc(NC(=O)c3ccccc3)s2)cc1,11,-12
O=C(N=C1N=C2C=CC=CN2Cc2ccccc21)c1ccc(S(=O)(=O)N2CCOCC2)cc1,14,-21
C[C@H](CO)N1C[C@H](C)[C@@H](CN(C)C(=O)Nc2ccc(C(F)(F)F)cc2)Oc2ccc(NS(=O)(=O)c3cccs3)cc2C1=O,-1,-8
O=C(Cn1nnc(-c2ccc(F)cc2)n1)OCC(=O)c1ccccc1,15,16
COc1ccccc1NS(=O)(=O)c1cc(NC(=O)C(C)(C)C)ccc1N1CCOCC1,14,-23
COCCN1C(=O)N[C@H](c2cccc(C(F)(F)F)c2)C(C(=O)OC)=C1C,16,-27
COC(=O)C(CCSC)NC(=O)CNS(=O)(=O)c1ccc(Cl)cc1 (centres undefined),6,-18
O=C(O)CC(Cc1ccc(Cl)cc1)C(=O)NCC12CC3CC(CC(C3)C1)C2 (centres undefined),-2,-19
Cc1ccsc1C(C(=O)NCc1ccccc1)N(C(=O)c1csnn1)c1ccccc1 (centres undefined),50,-27
COc1ccccc1COCC(O)CNCCc1ccc(C(F)(F)F)cc1 (centres undefined),-7,-16
COc1ccc(CCNC(=O)c2ccnc(C(C)(C)C)c2)cc1OC,1,-17
Cc1ccc(C(=O)C2OC(=O)C(C)(C)C(=O)C2(C)C)cc1 (centres undefined),16,-11
COc1cc(NC(=O)CN2C(=O)C(c3ccccc3)=NC23CCCCCC3)cc(OC)c1,22,-21
O=C(O)CSCCc1ccccn1,0,0
S=c1[nH]cc(-c2ccccc2)[nH]1,6,-21
O=c1cc(NCc2ccco2)c2ccccc2o1,12,-9
CCOc1ccc(CCNC(=O)C2CCN(S(=O)(=O)N3CC(C)CC(C)C3)CC2)cc1OCC (centres undefined),1,-25
CN(Cc1ccccc1OCCO)CC1CCCN(CCc2ccc(Cl)cc2)C1 (centres undefined),5,-37
Cc1cc(Cl)ccc1Oc1nc(-c2ccccc2)ncc1S(C)(=O)=O,18,-21
Cc1ccc(C)c(NC(=O)CSc2n[nH]c(-c3ccncc3)n2)c1,7,-9
Cn1c(-c2ccccc2)cc2onc(-c3ccccc3)c2c1=O,25,-34
# (further entries)
SMILES,OX1R antag-1,OX1R antag-2
O=C(O)CCCCn1c(SCc2cc(=O)n3cc(Cl)ccc3n2)nc2ccsc2c1=O,12,-14
C/C(=N\OC(=O)c1ccc(Cl)c(Cl)c1)c1sc(C)nc1C,10,-12
CC(=O)c1cccc(NC(=O)CN(c2cccc(F)c2)S(C)(=O)=O)c1,15,-17
CC(C)c1c(O)nc(SCC(=O)Nc2ccc3c(c2)CCC3)[nH]c1=O,5,-6
Cc1ccc2sc(C)[n+](CCCS(=O)(=O)[O-])c2c1,6,-7
Cc1cc(C)c(C(=O)COC(=O)CCNS(=O)(=O)c2c(Cl)cccc2Cl)cc1C,23,-6
Cc1cc(Cl)ccc1OCC(=O)NCCCn1ccnc1,16,-16
COc1ccc(NC(=O)c2nc[nH]c2C(=O)N(C)Cc2ccccc2)cc1,28,-4
CC(=O)c1c(C)[nH]c(C(=O)OCc2cccc(Cl)c2)c1C,35,-15
COc1ccccc1OCCNC(=O)c1cccc(S(=O)(=O)N2CCN(C)CC2)c1,2,-20
O=C1C(=O)N(O)C2CCCCC2N1O (centres undefined),8,2
O=C(O)c1ccc(N=Nc2c(-c3ccccc3)[nH]oc2=O)cc1,2,7
O=C(NCCc1cccs1)C(c1ccccc1)c1ccccc1,22,-30
O=C(Oc1ccc(Cl)cc1)c1ccc2nccnc2c1,8,1
COc1ccc(C(=O)N=c2sc3c(C)ccc(OC)c3n2C)cc1OC,26,-28
Cc1ccc(C)c(OCC(=O)Nc2ccc(S(=O)(=O)Nc3ccccn3)cc2)c1C,15,-27
COc1ccccc1N1CCN(C(=O)CSc2nc(-c3ccccc3)cc(=O)[nH]2)CC1,32,-32
NC(=S)N=Nc1c(O)n(Cc2ccccc2)c2ccccc12,29,-6
O=S1(=O)CC(NCc2ccccc2)C(Nc2ccccc2)C1 (centres undefined),1,-6
CN(NS(C)(=O)=O)c1ncc(C(F)(F)F)cc1Cl,13,2
COc1cccc(N2CCN(Cc3nc(N)nc(N4CCCc5ccccc54)n3)CC2)c1,13,-22
Cc1ccc(Cc2nc(-c3ccccn3)no2)cc1,31,-33
COc1cccc(-c2nc(NC(C)(C)C)c3ccccc3n2)c1O,9,-2
O=C(Nc1ccc(OCc2ccccc2)cc1)c1cccc([N+](=O)[O-])c1,23,-7
Cc1cccc(NC(=O)Cn2cnc(S(=O)(=O)N3CCCC3)c2)c1C,24,3

# Of the compounds above, 3 contain bromine:
SMILES,OX1R antag-1,OX1R antag-2
Cc1nn(CC(=O)Nc2ccc(N3CCOCC3)cc2)c(C)c1Br,7,-20
CC(=O)c1ccc(N2CCN(C(=O)c3cc(-c4cccnc4)nc4ccc(Br)cc34)CC2)cc1,5,-9
Cc1c(N=C2SCC(=O)N2/N=C\c2ccc(Br)cc2)c(=O)n(-c2ccccc2)n1C,4,-21

# Additional entries follow.
SMILES,OX1R antag-1,OX1R antag-2
COc1ccc(-c2noc(C3CCCN(C(=O)CCc4ccccc4)C3)n2)cc1 (centres undefined),13,-31
CCn1c2ccccc2c2nnc(SCC(=O)N(C)C3CCS(=O)(=O)C3)nc21 (centres undefined),26,-12
CCCc1cc(=O)[nH]c(Nc2ccc(O)cc2)n1,11,-5
Cc1noc(C)c1C(=O)Nc1c(F)cc(F)cc1Br,1,-4
Cc1cccnc1NC(=O)c1ccc2c(c1)OCCO2,10,-8
FC(F)(F)c1ccccc1NC(=S)N1CCN(c2ncccn2)CC1,10,-13
CCN(Cc1ccccc1)C(=S)Nc1cc(C(=O)OC)ccc1C(=O)OC,10,-25
CC(C)(C)OC(=O)NCc1ccc(NC(=O)c2nc[nH]c2C(=O)N[C@@H](Cc2ccccc2)C(=O)OCc2ccccc2)cc1,0,-1
CCOc1ccc(CCNC(=O)c2ccc3nc(N4CCOCC4)sc3c2)cc1OCC,12,-47
O=C(CCc1ccccc1)c1c(O)cc(O)cc1O,16,2
Cc1ccc(N2CC(C(=O)NCCC(C)C)CC2=O)cc1 (centres undefined),9,-20
CC(C)CCC(CC(C)O)C(=O)NNC(=S)Nc1ccccc1 (centres undefined),8,-13
COc1ccccc1NS(=O)(=O)c1cc(NC(=O)c2sccc2C)ccc1N1CCOCC1,14,-14
COc1ccc(C(NC(=O)CN2C(=O)NC3(CCc4ccccc43)C2=O)c2ccccc2)cc1 (centres undefined),2,-32
Cc1ccc(OCC(=O)N/N=C/c2c[nH]c3ccccc23)c([N+](=O)[O-])c1,27,9
O=C(CCN1N=C(c2ccccc2)CCC1=O)NCC1COc2ccccc2O1 (centres undefined),2,-26
Cc1ccc(SCC(=O)OCC(=O)NC(C)c2ccc(Br)cc2)cc1 (centres undefined),-3,-15
Cc1[nH]c2ccccc2c1Cc1n[nH]c(=S)n1C,5,-7
COC(=O)C/C(N)=C(\C#N)C(=O)OC,-2,-4
C=CCn1c(NCCOC)nc2c1c(=O)n(C)c(=O)n2C,11,-8
C[C@H](NC(=O)c1nc[nH]c1C(=O)N[C@@H](Cc1ccccc1)C(=O)OC(C)(C)C)C(=O)OC(C)(C)C,14,-44

# An excerpt of these results, with two lines to a compound:
# Screens in order – OX1R antag-1 | OX1R antag-2
CCOc1ccc(CCNC(=O)c2ccc3nc(N4CCOCC4)sc3c2)cc1OCC
 : 12 | -47
O=C(CCc1ccccc1)c1c(O)cc(O)cc1O
 : 16 | 2
Cc1ccc(N2CC(C(=O)NCCC(C)C)CC2=O)cc1 (centres undefined)
 : 9 | -20
CC(C)CCC(CC(C)O)C(=O)NNC(=S)Nc1ccccc1 (centres undefined)
 : 8 | -13
COc1ccccc1NS(=O)(=O)c1cc(NC(=O)c2sccc2C)ccc1N1CCOCC1
 : 14 | -14
COc1ccc(C(NC(=O)CN2C(=O)NC3(CCc4ccccc43)C2=O)c2ccccc2)cc1 (centres undefined)
 : 2 | -32
Cc1ccc(OCC(=O)N/N=C/c2c[nH]c3ccccc23)c([N+](=O)[O-])c1
 : 27 | 9

# High-throughput results as filed in PubChem BioAssay.
